# Screening results from PubChem.
# PAFAH1B3 FP inh – blocks human PAF acetylhydrolase 1B catalytic subunit 3. inhibition, % at 3.39 µM. AID 492972. recombinant PAFAH1B3, FP-rhodamine probe, fluorescence polarization. Q15102. actives 0.28% (n = 340,000);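 active means inhibition above the screen-wide average of all tested compounds plus 3 SD, cut at about 25% in these data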;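 further: 0% = enzyme with DMSO only and 100% = wells lacking PAFAH1B3 protein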
# PAFAH2 inh – PAFAH2 (human) inhibition; Q99487; recombinant PAFAH2, FP-rhodamine activity probe, fluorescence polarization; inhibition, % at 3.39 µM; actives 0.99% (n = 340,000); AID 492956;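 active means inhibition above the mean over all tested compounds plus 3 SD, cut at about 30% in these data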;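 further: inhibitors block probe labeling of enzyme so polarization drops; 0% = enzyme with DMSO and 100% = wells lacking PAFAH2 protein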
# pPAFAH FP inh – inhibitors of human plasma PAF acetylhydrolase (pPAFAH); Q13093; recombinant pPAFAH, FP-rhodamine probe fluorescence polarization; inhibition, % at 3.39 µM; actives 1.5% (n = 330,000);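 active means inhibition above the mean inhibition across the screen plus 3 SD, cut at about 25% in these data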;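 further: inhibitors block binding of the rhodamine activity-based probe so polarization drops; 0% = enzyme with DMSO and 100% = wells lacking pPAFAH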
# Target sequence (Q13093 whole entry, looked up): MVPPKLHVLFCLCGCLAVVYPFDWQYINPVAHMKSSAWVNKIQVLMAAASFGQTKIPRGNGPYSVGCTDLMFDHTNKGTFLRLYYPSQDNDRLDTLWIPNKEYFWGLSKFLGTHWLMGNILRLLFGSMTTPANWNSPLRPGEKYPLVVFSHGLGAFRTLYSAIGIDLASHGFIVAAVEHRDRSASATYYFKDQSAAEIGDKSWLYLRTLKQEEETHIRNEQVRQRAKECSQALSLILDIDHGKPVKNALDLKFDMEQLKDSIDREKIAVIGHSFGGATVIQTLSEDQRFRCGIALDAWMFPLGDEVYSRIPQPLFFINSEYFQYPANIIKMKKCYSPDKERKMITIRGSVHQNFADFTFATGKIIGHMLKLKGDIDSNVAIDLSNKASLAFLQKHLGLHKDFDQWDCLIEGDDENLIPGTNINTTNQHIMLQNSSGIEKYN
# PAD4 FP inh – inhibitors of human PAD4; recombinant PAD4, RCA probe fluorescence polarization; Q9UM07; actives 0.41% (n = 330,000); inhibition, % at 6.36 µM;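 active means percent inhibition above a cutoff equal to the mean of all tested compounds plus 3 SD, cut at about 15% in these data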;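 further: 0% = PAD4 with RCA probe and DMSO and 100% = probe without PAD4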
# PAFAH1B2 FP inh – blocks human PAF acetylhydrolase 1b catalytic subunit 2; P68402; actives 1.2% (n = 340,000); recombinant PAFAH1B2, FP-rhodamine activity probe, fluorescence polarization; inhibition, % at 3.39 µM;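 active means inhibition above the mean of all tested compounds plus 3 SD, cut at about 24% in these data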;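 further: 0% = enzyme with DMSO and 100% = wells lacking PAFAH1B2; many of its hits are not listed in these tables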
# GSTO1 inh – GSTO1 inhibition, counter-screen for RBBP9 inhibitors; inhibition, % at 5.96 µM; actives 1.1% (n = 300,000); recombinant GSTO1, activity-based probe fluorescence polarization; AID 1974;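 active means inhibition above the campaign mean inhibition plus 3 SD, cut at about 35% in these data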;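 further: 0% = GSTO1-1 with DMSO and 100% = wells lacking GSTO1-1 enzyme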
# Target sequence (P78417 whole entry, looked up): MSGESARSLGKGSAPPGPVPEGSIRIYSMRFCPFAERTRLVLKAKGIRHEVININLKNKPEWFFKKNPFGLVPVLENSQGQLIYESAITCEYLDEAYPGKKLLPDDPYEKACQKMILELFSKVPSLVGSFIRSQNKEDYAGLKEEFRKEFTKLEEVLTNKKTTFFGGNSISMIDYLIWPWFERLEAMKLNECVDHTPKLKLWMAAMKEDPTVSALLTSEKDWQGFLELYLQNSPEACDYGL
# LYPLA1 inh – blocks human lysophospholipase 1, a PME1 counter-screen; O75608; recombinant LYPLA1, FP-Rh probe fluorescence polarization; inhibition, % at 5.9 µM; actives 0.16% (n = 320,000); AID 2174;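 active means inhibition above the mean of all tested compounds plus 3 SD, set per campaign, cut at about 14% in these data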;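 further: inhibitors block serine hydrolase probe labeling of LYPLA1 so polarization falls; 0% = enzyme with DMSO and 100% = wells lacking LYPLA1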
# Target sequence (O75608 whole entry, looked up): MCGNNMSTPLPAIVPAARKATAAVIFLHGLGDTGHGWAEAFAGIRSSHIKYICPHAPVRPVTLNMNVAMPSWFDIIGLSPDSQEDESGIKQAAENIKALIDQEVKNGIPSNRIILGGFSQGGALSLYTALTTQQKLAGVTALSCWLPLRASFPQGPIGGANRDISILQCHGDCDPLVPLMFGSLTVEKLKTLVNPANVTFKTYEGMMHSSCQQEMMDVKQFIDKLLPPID
# PME-1 inh – blocks human protein phosphatase methylesterase 1; Q9Y570; actives 0.53% (n = 320,000); recombinant PME-1, FP-Rh probe fluorescence polarization; inhibition, % at 5.9 µM;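 active means inhibition above the campaign mean of all compounds plus 3 SD, cut at about 26% in these data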;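 further: competitive labeling of PME-1 active site by serine hydrolase directed probe; 0% = PME-1 with DMSO and 100% = wells lacking PME-1 enzyme; inhibitors block probe labeling so polarization falls and inhibition rises; many of its hits are not listed in these tables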
# LYPLA2 counter – LYPLA2 (human) inhibition in PME1 counter-screen; O95372; recombinant LYPLA2, FP-Rh probe fluorescence polarization; AID 2177; actives 0.38% (n = 320,000); inhibition, % at 5.9 µM;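 active means inhibition above the screen-wide mean plus 3 SD, limit set per campaign, cut at about 26% in these data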;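 further: 0% = LYPLA2 with DMSO and 100% = wells lacking LYPLA2 enzyme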
# * = called active by the depositor; . = not tested or not shown. A portion of the library; the hit share may differ from the screen's.
no.	SMILES	PAFAH1B3 FP inh	PAFAH2 inh	pPAFAH FP inh	PAD4 FP inh	PAFAH1B2 FP inh	GSTO1 inh	LYPLA1 inh	PME-1 inh	LYPLA2 counter
1	O=C(CSc1ccc(Br)cc1)N1CCN(C(=O)c2ccco2)CC1	8	6	6	-8	12	8	1	3	1
2	Nn1c(SCC(=O)Nc2c(Cl)cccc2Cl)nncc1=O	0	0	5	-1	8	0	3	1	3
3	COc1ccc(OC)c2c(C)cc(N3CCN(C(=O)c4ccc(Cl)cc4)CC3)nc12	7	-7	18	-8	4	6	-1	-1	4
4	COc1ccccc1C(=O)NC(=O)COC(=O)CCOc1cc(C)ccc1C	4	6	12	-6	3	-1	3	8	3
5	Cc1sc(NC(=O)c2ccco2)c(CN2CCCCC2)c1C	-4	-6	4	1	4	3	-4	1	4
6	c1ccc(Cc2noc(CN3CCCC(CN4CCOCC4)C3)n2)cc1 (stereo not given)	3	4	5	1	4	-3	0	-3	5
7	Cc1ccccc1NC(=O)c1ccc(CN(c2ccccc2)S(=O)(=O)c2ccccc2)cc1	8	-4	2	-1	-5	12	-4	0	-10
8	Cc1c(OCC(=O)NCC(O)c2ccccc2)ccc2c3c(c(=O)oc12)CCCC3 (stereo not given)	7	2	3	-1	7	-2	4	1	8
9	Cc1cc(NC(=O)CCC(=O)N(Cc2cccs2)C(C(=O)NC2CCCC2)c2cccnc2)no1 (stereo not given)	0	0	4	-6	-2	0	-3	0	-6
10	CN(c1ccccc1)S(=O)(=O)c1ccc(Cl)c(C(=O)Nc2nn[nH]n2)c1	5	-5	-1	1	12	2	11	1	0

# 2 entries picked at random from the list so far:
no.	SMILES	PAFAH1B3 FP inh	PAFAH2 inh	pPAFAH FP inh	PAD4 FP inh	PAFAH1B2 FP inh	GSTO1 inh	LYPLA1 inh	PME-1 inh	LYPLA2 counter
8	Cc1c(OCC(=O)NCC(O)c2ccccc2)ccc2c3c(c(=O)oc12)CCCC3 (stereo not given)	7	2	3	-1	7	-2	4	1	8
9	Cc1cc(NC(=O)CCC(=O)N(Cc2cccs2)C(C(=O)NC2CCCC2)c2cccnc2)no1 (stereo not given)	0	0	4	-6	-2	0	-3	0	-6

# Next part
no.	SMILES	PAFAH1B3 FP inh	PAFAH2 inh	pPAFAH FP inh	PAD4 FP inh	PAFAH1B2 FP inh	GSTO1 inh	LYPLA1 inh	PME-1 inh	LYPLA2 counter
11	Cc1ccc(C(C)C)c(OCC(=O)Nc2sc3c(c2C#N)CC(C)(C)NC3(C)C)c1	5	-4	5	-5	5	3	-3	0	-2
12	O=C(C[n+]1cc(-c2ccc(F)cc2)n2c1CCC2)Nc1nc(-c2ccc(F)cc2)cs1	6	6	4	0	5	3	1	6	3
13	O=C(COC(=O)c1cccc(S(=O)(=O)N2CCCCCC2)c1)Nc1ccccc1C(F)(F)F	0	58*	18	1	2	.	-5	6	3
14	Fc1ccc(N/N=C2/CC(c3ccccc3)Oc3ccccc32)c(F)c1 (stereo not given)	-1	9	4	3	6	0	-4	-8	-4
15	Cc1cc(C)n2ncc(C(=O)NC3CCCCC3)c2n1	5	-2	-2	3	4	5	-1	5	6
16	CC1C(=O)CC(c2ccccc2)N(C)C1c1ccccc1 (stereo not given)	-3	-4	3	0	0	4	2	2	3
17	CC(C)(C)N(Cc1ccccc1)C(=O)c1ccc(Br)o1	8	-3	0	5	13	-10	-4	7	-10
18	COCCOC(=O)C1=C(C)NC(C)=C(C(=O)OC(C)C)C1c1cccc([N+](=O)[O-])c1 (stereo not given)	11	5	1	1	-3	0	-2	-2	-3
19	O=C(COc1coc(CN2CCN(c3ccccc3)CC2)cc1=O)Nc1ccccc1	6	6	9	-1	3	27	0	-1	5
20	O=C(CSc1ccc(-c2ccccn2)nn1)N1CCCc2ccccc21	1	-14	2	2	3	5	-1	-1	-3
21	Cc1ccccc1OCc1nnc(SCC(=O)NCc2ccco2)n1C	6	3	-2	-4	0	-2	0	2	0
22	CSc1ccccc1NC(=O)c1cc(C)on1	-4	-5	8	7	0	6	0	2	-1
23	Cc1ccccc1C(=O)NC(C)c1ccc2c(c1)CCCC2 (stereo not given)	4	6	-1	0	-2	-2	0	0	-8
24	CCc1ccc(NC(=O)COc2ccc(Br)cn2)cc1	-1	1	3	2	5	1	2	-4	8
25	Nc1ccc(C(=O)NCc2ccccc2)cc1	-2	1	2	-1	7	3	3	-4	6
26	CC1CCCN(C(=O)c2ccc(NC(=O)CC3SC(N4CCCC4)=NC3=O)cc2)C1 (stereo not given)	7	3	4	2	-4	0	5	2	8
27	Cc1ccc(S(=O)(=O)c2nc(S(C)(=O)=O)sc2NCC2CCCO2)cc1 (stereo not given)	-3	12	2	-2	-1	-5	-2	4	-4
28	COc1ccc(NC(=O)c2ccccc2NS(C)(=O)=O)cc1OC	7	9	-6	-11	4	7	-6	-9	-18
29	N=c1sccn1CC(=O)NC(=O)NC1CCCC1	5	-3	0	0	4	0	4	2	7
30	COc1ccc(NC(=O)CSc2nnc3n2CCCCC3)cc1	6	-4	-1	1	2	5	-1	2	-1

# Values by screen from above:
# Compounds 6–13 in PME-1 inh: -3, 0, 1, 0, 1, 0, 6, 6

# (next part)
no.	SMILES	PAFAH1B3 FP inh	PAFAH2 inh	pPAFAH FP inh	PAD4 FP inh	PAFAH1B2 FP inh	GSTO1 inh	LYPLA1 inh	PME-1 inh	LYPLA2 counter
31	O=C(NCC(c1ccco1)N1CCN(c2ccccc2)CC1)c1cccs1 (stereo not given)	4	3	9	-1	6	-11	-3	-1	3
32	Clc1ccccc1-c1nc2nc3ccccc3nc2n1-c1ccc2c(c1)OCO2	3	-2	12	4	1	0	-1	2	3
33	Cc1cc(C(C#N)c2ccccc2)n2ncnc2n1 (stereo not given)	1	-8	1	9	4	5	1	3	-2
34	Cc1ccc(OC(C)C(=O)N2CC(=O)Nc3ccccc32)cc1 (stereo not given)	3	-12	-2	2	-3	-2	1	-1	-9
35	C#CCOCCOCCOCCNc1nc(N2CCN(C(=O)[C@H]([C@@H](C)CC)n3cc(CCCCN)nn3)CC2)nc(N2CCN(C(=O)[C@H](CCCCN)n3cc(CCCC)nn3)CC2)n1	6	2	2	3	8	12	5	2	4
36	COc1ccc(-c2[nH]ncc2CN2CCCO2)c(F)c1	1	-7	-5	2	0	-2	0	-5	2
37	CN(C)N=Nc1ccc(S(=O)(=O)/N=C(\O)c2ccccc2)cc1	6	-21	7	-4	-2	1	0	-6	3
38	Cc1cc(N2C3CCC2CC(O)(c2ccc(F)cc2)C3)nc(-c2ccccc2)n1 (stereo not given)	-3	0	-1	2	0	1	-2	-2	-8
39	COc1ccc([C@H]2/C=C\CN(S(=O)(=O)c3cccc4cccnc34)[C@@H](C)C(=O)N2Cc2ccc(F)cc2)cc1	-6	2	1	0	0	0	1	-5	-2
40	O=C(NC1CCCC1)C1CCN(S(=O)(=O)c2cccc3cccnc23)CC1	6	-1	1	-1	-2	-13	3	2	-3

# Reformatted in transposed form: entries from further up.
32) Clc1ccccc1-c1nc2nc3ccccc3nc2n1-c1ccc2c(c1)OCO2
40) O=C(NC1CCCC1)C1CCN(S(=O)(=O)c2cccc3cccnc23)CC1
38) Cc1cc(N2C3CCC2CC(O)(c2ccc(F)cc2)C3)nc(-c2ccccc2)n1 (stereo not given)
31) O=C(NCC(c1ccco1)N1CCN(c2ccccc2)CC1)c1cccs1 (stereo not given)
Screen / compound no.	32	40	38	31
PAFAH1B3 FP inh	3	6	-3	4
PAFAH2 inh	-2	-1	0	3
pPAFAH FP inh	12	1	-1	9
PAD4 FP inh	4	-1	2	-1
PAFAH1B2 FP inh	1	-2	0	6
GSTO1 inh	0	-13	1	-11
LYPLA1 inh	-1	3	-2	-3
PME-1 inh	2	2	-2	-1
LYPLA2 counter	3	-3	-8	3

# (listing goes on)
no.	SMILES	PAFAH1B3 FP inh	PAFAH2 inh	pPAFAH FP inh	PAD4 FP inh	PAFAH1B2 FP inh	GSTO1 inh	LYPLA1 inh	PME-1 inh	LYPLA2 counter
41	COc1ccc(C(=O)NC2CC(C)(C)Cc3c2cnn3-c2ccccc2C)o1 (stereo not given)	1	7	3	0	3	-1	-3	2	-3
42	CCOC(=O)N1CCN(S(=O)(=O)c2ccc(-n3cnnn3)cc2)CC1	0	0	-1	-2	1	1	1	4	1
43	O=C(O)CCCC(=O)Nc1ccc(Cl)cc1	2	1	1	2	5	0	-2	1	6
44	CC(C)(C)Nc1c2ccccc2nc2ccccc12	7	3	3	-4	3	-16	-1	-17	8
45	OC1(c2ccc(Cl)cc2)CCN(Cc2c[nH]c3ccccc23)CC1	1	0	3	-6	3	7	-4	0	0
46	CCn1c(=O)c2sccc2n(CC(=O)NC2CCCCC2)c1=O	7	4	-4	-3	0	3	-2	-5	-2
47	CCOC(=O)C1(CCCc2ccccc2)CCN(C(=O)CSC)CC1	8	-2	5	-1	7	2	1	1	4
48	Cc1cc(C)c(NC(=O)C2CCC(=O)N2)c(C)c1 (stereo not given)	7	1	-4	-1	7	0	0	2	2
49	Nc1ncn(C(=O)c2ccco2)n1	3	5	-2	-2	0	2	5	0	1
50	CC1CCCCN1C(=O)CSc1nc2ncccc2[nH]1 (stereo not given)	7	-1	6	1	6	9	0	6	2
51	COc1ccc(OC)c(C(C(=O)NCc2ccco2)N(C(=O)Cn2nnc3ccccc32)C(C)C)c1 (stereo not given)	6	-1	3	-1	2	7	-2	-7	1
52	Cc1cccc(NC(=O)[C@@H](CC(C)C)NC(=O)[C@@H]2Cc3ccccc3CN2)c1	3	0	6	-2	6	0	1	4	-1
53	CC(c1ccccc1)n1c(CO)nc2ccccc21 (stereo not given)	2	-4	2	-4	3	5	-4	7	-8
54	CC(C)(CO)NCC(=O)Nc1cc(C(F)(F)F)cc(NC(=O)CNC(C)(C)CO)c1Cl	2	-11	3	0	-2	7	-2	-2	3
55	Cc1cc(C)cc(NC(=O)c2ccc3nc[nH]c3c2)c1	7	4	1	0	1	-3	-2	-3	2
56	CCn1ncc([N+](=O)[O-])c1C(=O)N1CCCC1	7	3	-1	-1	-6	8	2	2	4
57	COC(=O)c1c(C)[nH]c(C(=O)OCC(=O)c2ccc(C)s2)c1C	7	3	0	-6	-4	.	.	.	.
58	Cn1cc(SCC(N)=O)c2ccccc21	7	-3	-5	-5	-2	-2	-2	-10	4
59	O=C(/C=C/c1ccc(Cl)cc1)NC(=S)Nc1ccccc1C(=O)O	0	-4	1	-4	3	-14	-1	-5	3
60	CC1=C(C(=O)OC2CCCC2)C(c2coc3ccccc3c2=O)C2=C(CC(C)(C)CC2=O)N1 (stereo not given)	6	-2	0	-2	1	-1	-2	2	2
61	S=C(NCCc1ccccn1)Nc1cc(Cl)cc(Cl)c1	-4	-1	-3	-2	1	-16	-7	-1	-5
62	O=C(N/N=C/c1ccc(Cl)cc1Cl)c1ccc2nc[nH]c2c1	11	4	-5	-3	2	-15	-18	-22	-19
